BaF3 parental – counter-screen for JAK2V617F inhibitors: parental Ba/F3 viability inhibitors | CellTiter-Glo ATP luminescence | inhibition, % at 5.6 µM | 220,000 compounds, 1.1% hits;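 active = inhibition above a per-campaign cutoff, the mean inhibition of all tested compounds plus 3 SD, cut at about 27% in these data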;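 also: 0% = DMSO wells and 100% = JAK Inhibitor I control wells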
NPY1 pot ag – potentiators or agonists of human neuropeptide Y receptor Y1 | P25929 | NPY-Y1 expressing cells, potentiator/agonist activation | activation, % at 3.6 µM | 220,000 compounds, 0.37% hits | AID 1304; in the data active = activation above about 33%, passing the limit was not always enough;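 also: cells stimulated with NPY at EC10 then isoproterenol at EC100; 0% = low agonist plus stimulus and 100% = saturating agonist plus stimulus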
Ba/F3 V617F tox – lowers viability of Ba/F3 cells expressing EpoR and JAK2V617F | ATP luminescence | inhibition, % at 5.6 µM | 220,000 compounds, 1.1% hits;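 active = inhibition above the campaign mean plus 3 SD over all tested compounds, cut at about 24% in these data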;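 also: cytokine-independent growth of Ba/F3 cells driven by EpoR plus mutant JAK2; 0% = DMSO-treated cells and 100% = JAK inhibitor I control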
S1P4 antag – human S1P4 receptor antagonism; O95977; S1P4-expressing cells, antagonist mode, reporter read-out; inhibition, % at 4.98 µM; 220,000 compounds, 0.26% hits; in the data active = inhibition above about 29%;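 also: 0% = wells stimulated with agonist and 100% = vehicle wells without agonist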
Target sequence (O95977 whole entry, looked up): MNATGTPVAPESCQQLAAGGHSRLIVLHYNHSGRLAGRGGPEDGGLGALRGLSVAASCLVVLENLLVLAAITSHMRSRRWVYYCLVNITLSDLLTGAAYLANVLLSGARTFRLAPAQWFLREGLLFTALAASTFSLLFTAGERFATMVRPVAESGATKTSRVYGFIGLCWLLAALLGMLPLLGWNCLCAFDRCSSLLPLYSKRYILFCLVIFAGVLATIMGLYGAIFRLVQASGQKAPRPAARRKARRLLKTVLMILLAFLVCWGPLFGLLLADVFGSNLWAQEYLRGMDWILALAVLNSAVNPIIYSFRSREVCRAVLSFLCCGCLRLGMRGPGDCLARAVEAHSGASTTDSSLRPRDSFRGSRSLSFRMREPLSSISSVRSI
CHOP inhibitor – blocks CHOP induction under ER stress; CHO-K1 CHOP-promoter luciferase, tunicamycin-induced, 15-18 h; inhibition, % at 10 µM; 220,000 compounds, 3.8% hits; AID 2732;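 active = compounds that reduced the stress-induced luciferase reporter signal by more than about 70% of percent inhibition, limit read from the data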;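 also: 0% = tunicamycin plus vehicle and 100% = wells without tunicamycin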
NPY-Y1 antag – blocks the human neuropeptide Y Y1 receptor; P25929; HEK293-CNG Y1 cells, membrane potential fluorescence; NPY at EC95, then isoproterenol; inhibition, % at 3.6 µM; 200,000 compounds, 1% hits; AID 1040;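 active = inhibition above the campaign mean inhibition of all tested compounds plus 3 SD, cut at about 20% in these data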;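 also: 0% = DMSO wells given NPY plus isoproterenol and 100% = isoproterenol alone without NPY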
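Material: Y1- and CNG-channel-expressing HEK293 cells / Probe or stimulus: NPY 25 nM then isoproterenol 1 µM plus Ro 20-1724 25 µM / Doses: 3.6 µM single dose, DMSO 0.4% / Schedule: compound incubation 1 h at room temperature, readout 45 min post-stimulation / Signal: membrane potential fluorescence / Benchmarks: isoproterenol-only wells as full block versus NPY-plus-isoproterenol wells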
p47phox inh – blocks human p47phox regulatory protein of NADPH oxidases; inhibition, % at 24.7 µM; p47phox/p22phox peptide binding, fluorescence polarization, 2 h; AID 1274; P14598; 220,000 compounds, 0.53% hits;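 active = inhibition above about 30%, limit read from the data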;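 also: 0% = p47phox with labelled peptide and 100% = labelled peptide alone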
Target sequence (P14598 whole entry, looked up): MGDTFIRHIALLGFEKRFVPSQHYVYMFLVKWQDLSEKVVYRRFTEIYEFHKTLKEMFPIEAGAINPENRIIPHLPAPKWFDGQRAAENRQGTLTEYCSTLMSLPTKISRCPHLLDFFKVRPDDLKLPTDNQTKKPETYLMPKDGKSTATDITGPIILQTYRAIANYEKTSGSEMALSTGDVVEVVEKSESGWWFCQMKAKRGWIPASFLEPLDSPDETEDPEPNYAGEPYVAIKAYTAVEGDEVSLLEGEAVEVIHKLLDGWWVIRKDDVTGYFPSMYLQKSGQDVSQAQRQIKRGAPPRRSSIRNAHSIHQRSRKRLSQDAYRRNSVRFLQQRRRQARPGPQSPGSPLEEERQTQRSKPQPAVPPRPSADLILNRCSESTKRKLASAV
NPY2 pot ag – human NPY-Y2 potentiation or agonism, primary screen | cells expressing NPY-Y2, potentiator/agonist read-out | activation, % at 3.6 µM | 220,000 compounds, 0.45% hits | P49146; in the data active = activation above about 27%;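 also: cells stimulated with NPY near EC25 plus isoproterenol at EC100; 0% = vehicle plus submaximal agonist and 100% = vehicle plus saturating agonist; some results beyond the cut were filed as inactive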
S1P4 agonist – human S1P4 receptor agonism; O95977; S1P4-expressing cell line, agonist reporter assay; activation, % at 4.98 µM; 220,000 compounds, 0.35% hits; AID 1509; in the data active = activation above about 11%;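 also: 0% = DMSO vehicle and 100% = reference agonist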
An asterisk follows results filed as active; nt = no result given. The order is random; 7.1% or so of the library scored in one or more.

1. COc1ccc(CCNC(=O)C2CCC(CNS(=O)(=O)c3ccc(F)cc3)CC2)cc1OC (centres undefined)
2. Cc1cc(C)n(CC(=O)N/N=C/c2ccc([N+](=O)[O-])s2)n1
3. CCOC(=O)N1CCC(N2C(=O)c3ccccc3C2Nc2ccccc2)CC1 (centres undefined)
4. O=C(O)/C=C/C(=O)N1CCN(c2ccc(F)cc2)CC1
5. COc1ccc(CCCC(=O)N/N=C/c2ccc(C)cc2)cc1
6. Cn1c(-c2ccccc2)cc2c3no[n+]([O-])c3ccc21
7. N#Cc1c(-c2ccco2)cc(-c2ccccn2)nc1N
8. Cc1nc(N2CCOCC2)nc(OCCN(C)C)c1[N+](=O)[O-]

Compound | 1 | 2 | 3 | 4 | 5 | 6 | 7 | 8
BaF3 parental | -2 | 6 | 10 | 5 | 4 | 3 | 11 | 2
NPY1 pot ag | 2 | -13 | 8 | 0 | -15 | 8 | -2 | 6
Ba/F3 V617F tox | -1 | 1 | 0 | 2 | 0 | -2 | 3 | -4
S1P4 antag | -1 | 2 | -17 | -4 | -1 | -19 | -18 | -22
CHOP inhibitor | -1 | -11 | -21 | 13 | 38 | nt | -45 | -33
NPY-Y1 antag | -2 | 1 | 0 | 4 | 10 | 0 | -4 | -1
p47phox inh | -5 | -4 | -11 | 0 | -3 | -7 | -5 | -2
NPY2 pot ag | -1 | 6 | 0 | 3 | -12 | 7 | -2 | 11
S1P4 agonist | 0.1 | 1.3 | 1.8 | -0.1 | 1.2 | -0.8 | 0.5 | 0.1

9. Cc1ccc(S(=O)(=O)NC(=O)Nc2nccs2)cc1
10. Cc1cc(NC(=O)c2ocnc2C)no1
11. O=C(NCCO)C1CCN(C(=O)c2ccc(-c3ccccc3)cc2)CC1
12. CSc1cccc(NC(=S)N(C(C)C)C(C)c2ccccn2)c1 (centres undefined)
13. O=S(=O)(c1ccc(S(=O)(=O)N2CCC3(CC2)OCCO3)cc1)N1CCCC1
14. Cc1ccc(S(=O)(=O)c2nc(-c3cccs3)oc2SCC(N)=O)cc1
15. O=C(CN1CCN(CCO)CC1)Nc1ccccc1
16. O=C(OCn1nnc2ccccc2c1=O)c1cccnc1Cl

Compound | 9 | 10 | 11 | 12 | 13 | 14 | 15 | 16
BaF3 parental | -2 | 2 | 1 | 4 | 0 | 5 | 1 | 4
NPY1 pot ag | 15 | -23 | 16 | 3 | -2 | 6 | -17 | 12
Ba/F3 V617F tox | -2 | 1 | -4 | -1 | -2 | 0 | -3 | 0
S1P4 antag | -3 | -22 | -6 | -6 | -6 | -9 | -21 | -12
CHOP inhibitor | 20 | -24 | 2 | -2 | -1 | 4 | 9 | 48
NPY-Y1 antag | nt | -7 | -3 | 1 | nt | 0 | -3 | -4
p47phox inh | -5 | -7 | -2 | -11 | -2 | -16 | 7 | -8
NPY2 pot ag | -8 | 7 | 9 | 10 | 6 | 3 | -6 | -11
S1P4 agonist | -1.6 | 0.7 | 0.5 | 0.9 | 1.9 | 0.9 | 2.2 | 2.5

17. O=C(CSc1nccc(=O)[nH]1)c1ccco1
18. CCC(=O)Nc1ccc(Nc2nc(Cl)nc(Nc3ccc(NC(=O)CC)cc3)n2)cc1
19. CCOC(=O)c1ccccc1NC(=O)c1cc2sccc2n1C
20. O=C(CNS(=O)(=O)c1ccccc1)Nc1ccc(C(F)(F)F)cc1
21. CC(=O)OCc1cc2cc(C)ccc2[nH]c1=O
22. Cc1cc(C)nc(SCC(=O)c2ccc3c(c2)OCCO3)n1
23. O=C(CSc1nnc(Cc2cc(=O)[nH]c(=O)[nH]2)n1-c1ccc(Cl)cc1)N1CCc2ccccc21
24. c1ccc2oc(SCc3nc4ccccc4s3)nc2c1

Compound | 17 | 18 | 19 | 20 | 21 | 22 | 23 | 24
BaF3 parental | 12 | 1 | 4 | 3 | 6 | 4 | 6 | 3
NPY1 pot ag | -23 | 0 | -19 | -18 | -3 | 6 | -7 | -27
Ba/F3 V617F tox | 8 | -1 | -3 | -2 | -1 | 0 | 0 | 3
S1P4 antag | 1 | -12 | -4 | 16 | -15 | -11 | -12 | -3
CHOP inhibitor | 10 | -36 | 42 | 20 | -20 | 23 | 1 | 24
NPY-Y1 antag | 0 | -4 | -3 | 1 | 0 | 1 | 0 | 9
p47phox inh | 1 | 9 | -8 | -1 | -8 | -19 | -1 | -27
NPY2 pot ag | -16 | -4 | 3 | 0 | 2 | 0 | -4 | -24
S1P4 agonist | -3.0 | 0.1 | 0.5 | 0.9 | 0.8 | 0.5 | 1.1 | 0.4

Some of the entries so far, with two lines to a compound:
Each structure is followed by: BaF3 parental, NPY1 pot ag, Ba/F3 V617F tox, S1P4 antag, CHOP inhibitor, NPY-Y1 antag, p47phox inh, NPY2 pot ag, S1P4 agonist
19) CCOC(=O)c1ccccc1NC(=O)c1cc2sccc2n1C
  4, -19, -3, -4, 42, -3, -8, 3, 0.5
22) Cc1cc(C)nc(SCC(=O)c2ccc3c(c2)OCCO3)n1
  4, 6, 0, -11, 23, 1, -19, 0, 0.5
23) O=C(CSc1nnc(Cc2cc(=O)[nH]c(=O)[nH]2)n1-c1ccc(Cl)cc1)N1CCc2ccccc21
  6, -7, 0, -12, 1, 0, -1, -4, 1.1
18) CCC(=O)Nc1ccc(Nc2nc(Cl)nc(Nc3ccc(NC(=O)CC)cc3)n2)cc1
  1, 0, -1, -12, -36, -4, 9, -4, 0.1
17) O=C(CSc1nccc(=O)[nH]1)c1ccco1
  12, -23, 8, 1, 10, 0, 1, -16, -3.0

Going on with the list:
25. CCn1c(SCc2nc3ccccc3s2)nnc1-c1cccs1
26. Cc1ccc(-n2c(SCC(=O)NCc3ccco3)nnc2-c2cccnc2)c(C)c1
27. CCOC(=O)N/N=C1\CCc2ccccc21
28. CCN1CCc2c(OCc3ccccc3)cccc2C1=O
29. COC(=O)c1c(NC(=O)CC2SC(N)=NC2=O)sc(C)c1C (centres undefined)
30. C=CCNc1oc(Cc2cccc3ccccc23)nc1C#N
31. CSc1ccccc1C(=O)N1CCN(c2cccc(Cl)c2)CC1
32. CC(C)[C@H](NC(=O)c1ccccc1Cl)C(=O)NC1CCCCCC1

Compound | 25 | 26 | 27 | 28 | 29 | 30 | 31 | 32
BaF3 parental | -3 | 0 | 2 | 4 | -1 | 6 | 10 | 1
NPY1 pot ag | 0 | 21 | 5 | 4 | 21 | 1 | -4 | -16
Ba/F3 V617F tox | 1 | 0 | -1 | 0 | -2 | -5 | 3 | -2
S1P4 antag | 0 | 1 | 13 | 1 | -4 | -4 | -12 | 1
CHOP inhibitor | 39 | 3 | 11 | 25 | 0 | 48 | 35 | -1
NPY-Y1 antag | 2 | 7 | -2 | 1 | 3 | 1 | 8 | 1
p47phox inh | -20 | -11 | -7 | -6 | 0 | -26 | -12 | 3
NPY2 pot ag | 1 | -3 | -6 | -8 | 0 | 6 | 1 | -10
S1P4 agonist | -0.5 | 1.1 | 0.2 | 1.4 | 1.1 | 2.0 | 2.3 | -0.7

33. Cc1ccc(NS(=O)(=O)c2ccccc2)c2c1CC(C)(C)O2
34. Cc1ccsc1/C=N/NC(=O)CNC(=O)c1cccc([N+](=O)[O-])c1C
35. Cc1cnn(C(=O)c2cc(-c3ccccc3)nc3ccccc23)c1
36. O=C(Nc1ccc([N+](=O)[O-])cc1)Nc1ccc2c(c1)OCCO2
37. CCC(Sc1nc2ccccc2c(=O)n1CCN1CCOCC1)C(=O)NCc1cccnc1 (centres undefined)
38. CCOC(=O)CSc1nnc(SCCN2C(=O)c3ccccc3C2=O)s1
39. O=c1/c(=C\c2ccc3c(c2)OCO3)sc2n1CCCN=2
40. Cn1nc(C(=O)NCCOc2ccccc2)c2ccccc2c1=O

Compound | 33 | 34 | 35 | 36 | 37 | 38 | 39 | 40
BaF3 parental | 2 | 9 | 5 | 3 | -1 | 1 | 0 | 6
NPY1 pot ag | 8 | 7 | -11 | 11 | 1 | -7 | -19 | -11
Ba/F3 V617F tox | 1 | 4 | 3 | 3 | -5 | -2 | -2 | 1
S1P4 antag | -20 | -13 | -16 | -7 | -4 | 1 | -6 | 5
CHOP inhibitor | 0 | 14 | 22 | -10 | 1 | 2 | 39 | 9
NPY-Y1 antag | 1 | -2 | 1 | -2 | -6 | 0 | 4 | 4
p47phox inh | 6 | 6 | -9 | -8 | -6 | -3 | -6 | 10
NPY2 pot ag | 9 | -1 | -22 | 2 | 16 | 2 | -7 | -6
S1P4 agonist | -1.6 | 1.2 | 1.9 | -0.3 | -0.6 | 1.5 | 0.2 | 0.2

(further entries)
| cpd | SMILES | BaF3 parental | NPY1 pot ag | Ba/F3 V617F tox | S1P4 antag | CHOP inhibitor | NPY-Y1 antag | p47phox inh | NPY2 pot ag | S1P4 agonist |
| --- | --- | --- | --- | --- | --- | --- | --- | --- | --- | --- |
| 41 | COc1ccc(N2C(=O)CC(NCCNc3ccc([N+](=O)[O-])cn3)C2=O)cc1 (centres undefined) | 3 | -1 | -1 | -5 | 2 | 2 | -2 | 1 | -2.1 |
| 42 | OCCN(CC(O)Cn1ccc2ccccc21)CC(O)Cn1ccc2ccccc21 (centres undefined) | 2 | 7 | -1 | -12 | 14 | 0 | -13 | 13 | 0.3 |
| 43 | Cc1ccccc1NC(=O)C(Cl)=C(Cl)Cl | -6 | 7 | -4 | 26 | -25 | -1 | 3 | 3 | 0.0 |
| 44 | Cc1cc(NC(=O)c2cccc(S(=O)(=O)N3c4ccccc4CC3C)c2)no1 (centres undefined) | 1 | 13 | 1 | 1 | 50 | nt | -16 | -14 | -0.6 |
| 45 | Cc1ccc(Cn2c(Sc3ncccn3)nc3c2c(=O)[nH]c(=O)n3C)cc1 | 0 | 2 | -1 | -21 | 0 | -5 | -4 | 0 | 1.4 |
| 46 | Cc1ccc(OCCCOc2cccc3cccnc23)cc1C | 3 | -34 | -2 | -3 | 45 | 13 | -10 | -9 | -1.8 |
| 47 | CCCOc1ccc(C(O)CCNC(CC(=O)O)c2ccccc2)cc1 (centres undefined) | 5 | 14 | -4 | -8 | 16 | -2 | -8 | 13 | 1.2 |
| 48 | COc1ccc(-c2ccc(CCC(=O)O)n2CC2CCCO2)cc1 (centres undefined) | 10 | 5 | 2 | -6 | 15 | 4 | -11 | 4 | 1.1 |
| 49 | CCOc1ccccc1/C=N/NC(=O)c1cccc(Cl)c1 | 4 | 3 | 1 | -5 | 15 | 2 | -7 | -21 | 0.1 |
| 50 | COc1ccc(C2CC(c3ccccc3)=NN2C(=O)COC(=O)c2cccnc2)cc1 (centres undefined) | 13 | 16 | 7 | -13 | -4 | 4 | -56 | -9 | -2.0 |
| 51 | CCC(C)n1ncn(-c2ccc(N3CCN(c4ccc(OC)cc4)CC3)cc2)c1=O (centres undefined) | 7 | 12 | 4 | -14 | 40 | 3 | -11 | -1 | 2.8 |
| 52 | O=C1Nc2ncccc2OC1CCCl (centres undefined) | 2 | -16 | -3 | -6 | 63 | 2 | -2 | 2 | 0.8 |
| 53 | CCCOc1ccc(N2C(=O)CC(SC(=NC)Nc3ccc(F)cc3)C2=O)cc1 (centres undefined) | 4 | 3 | -3 | 5 | 100* | 0 | -9 | -9 | 1.4 |
| 54 | Nc1ccc(Oc2ccc(Cl)cc2)cc1 | 10 | 4 | 7 | -1 | 34 | 2 | -2 | -2 | -2.0 |
| 55 | CCOC(=O)c1c(C=O)c(C)n(Cc2ccc(C)cc2)c1C | 9 | 5 | -1 | 7 | 55 | 9 | -18 | -8 | -1.3 |
| 56 | O=C(COC(=O)c1ccc(NS(=O)(=O)c2cccs2)cc1O)Nc1nc2ccccc2s1 | 4 | 43* | -1 | 4 | 37 | -3 | -25 | 22 | 1.0 |

Source: PubChem BioAssay (several laboratories)
